Bioassay records (PubChem)
CYP2C9 inh: inhibitors of human CYP2C9 | AID 777 | P11712 | inhibition, % at 5 µM | hit rate 20% among 96,000 | CYP2C9 Supersomes, luciferin-H conversion, luminescence;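 active = blocking of liver enzyme CYP2C9 beyond about 50% at 5 µM, limit read from the data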; also: values of inactives mirror those of a sister screen read the other way
Target sequence (P11712 whole entry, looked up): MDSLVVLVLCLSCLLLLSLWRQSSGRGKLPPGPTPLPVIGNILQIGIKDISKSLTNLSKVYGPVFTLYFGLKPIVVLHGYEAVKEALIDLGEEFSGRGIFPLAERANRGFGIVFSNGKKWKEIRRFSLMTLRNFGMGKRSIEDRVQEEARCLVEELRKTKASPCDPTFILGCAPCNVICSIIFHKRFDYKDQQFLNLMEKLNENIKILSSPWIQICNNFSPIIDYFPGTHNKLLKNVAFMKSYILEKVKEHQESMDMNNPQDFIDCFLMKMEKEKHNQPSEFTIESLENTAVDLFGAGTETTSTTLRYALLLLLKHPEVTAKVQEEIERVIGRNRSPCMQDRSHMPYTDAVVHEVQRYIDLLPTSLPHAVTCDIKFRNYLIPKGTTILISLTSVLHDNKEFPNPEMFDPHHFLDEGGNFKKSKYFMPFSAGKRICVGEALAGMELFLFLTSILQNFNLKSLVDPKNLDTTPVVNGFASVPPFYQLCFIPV
CYP2C19 act: increases human CYP2C19 enzyme activity | activation factor at 5 µM | recombinant CYP2C19, luciferin-H EGE luminescence; stronger effect = higher value; 0 = fully inhibited enzyme, 1 = untreated enzyme | 96,000 tested, under 10 active;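 active = activation factor of at least 2 at 5 µM in the primary screen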;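 also: 0 = wells with 2.5 mM tranylcypromine and 1 = vehicle-only wells; values of inactives mirror those of a sister screen read the other way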
VCAM1 TNFa inh: reduces TNF alpha induced VCAM1 expression in HUVEC | HUVEC TNFa-induced VCAM-1 immunofluorescence, high-content imaging | inhibition, % at 2 µM | hit rate 0.48% among 95,000 | AID 802;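 active = inhibition above the batch mean plus 3 SD, with images confirmed as a hit by eye, cut at about 37% in these data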;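 also: 0% = TNF-stimulated DMSO wells and 100% = unstimulated control wells; not every result past the cut was called active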
CYP2C19 inhib: human CYP2C19 inhibition; P33261; AID 778; CYP2C19 Supersomes, luciferin-H EGE luminescence, 30 min; inhibition, % at 5 µM; hit rate 21% among 96,000;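 active = CYP2C19 inhibition above a set limit at 5 µM in the primary screen, cut at about 50% in these data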;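 also: plate controls were negative control wells for no effect and 2.5 mM tranylcypromine positive control for full effect; values of inactives mirror those of a sister screen read the other way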
TNFa cytotox: toxic to HUVEC cells under TNF alpha stimulation | hit rate 0.17% among 93,000 | HUVEC TNFalpha-stimulated, Hoechst cell count, imaging | cell count reduction, % at 2 µM | AID 848;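 active = cell count reduction exceeding the screen mean by over 5 SD, scaled to untreated wells per plate, cut at about 78% in these data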;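 also: cells counted after 24 h of TNF alpha exposure following the 1 h pretreatment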
IL1B cytotox: HUVEC cytotoxicity counter-screen, IL-1B stimulated | HUVEC cell count loss, Hoechst imaging | cell count reduction, % at 2 µM | hit rate 0.41% among 94,000 | AID 845;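 active = cell count reduction more than 3 SD above the screen-wide mean, cut at about 70% in these data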;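 also: normalized per plate to untreated control cells as the no-loss baseline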
CYP2C9 act: CYP2C9 (human) activation | P11712 | recombinant CYP2C9, luciferin-H conversion, luminescence; stronger effect = higher value; factor 1 = untreated enzyme, 0 = blocked | activation factor at 5 µM | hit rate 1.4% among 96,000;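 active = activation factor of 2 or more for CYP2C9 at a 5 µM dose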;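 also: 0 = sulfaphenazole-blocked wells and 1 = vehicle-only wells; values of inactives mirror those of a sister screen read the other way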
Calb biofilm kill: kills Candida albicans biofilms | AID 834 | inhibition, % at 6 µM | C. albicans biofilm + clotrimazole, Alamar Blue | hit rate 0.14% among 85,000;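 active = inhibition above 20%; inactive = inhibition below 20%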;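 also: preformed 24 hr biofilms exposed to compound for 48 hr; 0% = biofilm without compound and 100% = blank killed by clotrimazole plus chlorhexidine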
hDAT+cocaine: changed human dopamine transporter uptake under cocaine IC80 | LLC-PK1 hDAT cells, [14C]-dopamine uptake with cocaine IC80; actives deviate in either direction | Q01959 | AID 449768 | hit rate 1.3% among 110,000 | B-score at 10 µM;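 active = Z score or B-score, a plate-position-corrected score, falls beyond the plate's 99.7% confidence bounds, in either direction; inactive = both scores lie inside the 99.7% bounds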;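 also: scored against the spread of the other compound wells on the same plate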
Target sequence (Q01959 whole entry, looked up): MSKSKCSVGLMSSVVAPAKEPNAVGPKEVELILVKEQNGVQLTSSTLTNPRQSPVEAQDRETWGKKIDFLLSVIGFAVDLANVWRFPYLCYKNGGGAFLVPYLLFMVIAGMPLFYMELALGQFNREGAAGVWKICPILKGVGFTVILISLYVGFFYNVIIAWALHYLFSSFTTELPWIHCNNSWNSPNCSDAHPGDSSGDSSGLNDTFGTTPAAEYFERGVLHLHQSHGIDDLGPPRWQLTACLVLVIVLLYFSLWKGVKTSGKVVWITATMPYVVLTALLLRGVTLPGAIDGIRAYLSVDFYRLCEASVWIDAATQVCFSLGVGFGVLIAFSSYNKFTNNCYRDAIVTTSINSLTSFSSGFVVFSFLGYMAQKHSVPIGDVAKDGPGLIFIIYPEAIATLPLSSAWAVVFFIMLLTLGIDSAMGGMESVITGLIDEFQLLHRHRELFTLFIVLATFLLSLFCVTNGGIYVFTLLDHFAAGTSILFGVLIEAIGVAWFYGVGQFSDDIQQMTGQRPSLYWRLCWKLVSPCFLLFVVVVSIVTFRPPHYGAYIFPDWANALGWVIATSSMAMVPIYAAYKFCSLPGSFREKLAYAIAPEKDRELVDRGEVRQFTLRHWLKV
Starred values were filed as active, the others as inactive; . = not tested or not shown; & = joins results of further samples.

entry	smiles	CYP2C9 inh	CYP2C19 act	VCAM1 TNFa inh	CYP2C19 inhib	TNFa cytotox
1	CCOC(=O)c1ccc(Nc2cc(C)nc(C)c2C(=O)OCC)cc1	52*	0.1	3	89*	12
2	O=C(c1ccc(Cl)cc1)C1CCN(C(=O)C2CC2)CC1	2	0.2	-9	83*	13
3	O=[N+]([O-])c1ccc2nc(SCc3ccccc3Cl)sc2c1	12	0.7	0	26	2
4	COc1ccc(C2CC(=O)c3cnc(N4CCN(Cc5ccccc5)CC4)nc3C2)cc1 (stereo unspecified)	94*	0.2	12	80*	-13
5	CCCC(=O)C1=C(O)C(C(=O)OC)C(C)(C)CC1=NC(C)C (stereo unspecified)	.	.	6	.	2
6	OC1(c2cccc(C(F)(F)F)c2)CCNCC1	-11	1	-15	2	-11
7	Cn1c(=O)c2c(ncn2CCN(CCO)Cc2ccccc2)n(C)c1=O	-10	1.1	3	-6	-5
8	Cn1nnc2cc(NC(=O)NCc3ccc4c(c3)OCO4)ccc21	-2	0.8	7	24	-21
9	O=C(NCCCCCNC(=O)c1cccnc1)c1cccnc1	14	1	8	1	-40
10	COc1ccc(CC2NCCC3(O)CCCCC23)cc1 (stereo unspecified)	0	0.9	8	10	-30
11	CCCCN(C(=O)Cn1nnc2ccccc21)C(C(=O)NCCOC)c1ccccc1 (stereo unspecified)	.	.	0	.	-16
12	O=C(N1CCOCC1)N1CCN(S(=O)(=O)c2ccccc2)C1	-10	0.8	-49	15	-40
13	COc1ccc(C(=O)N2CCC(C(=O)O)CC2)cc1	8	1	2	3	14
14	CN(C)C(=O)CN(c1ccc(F)c(Cl)c1)S(C)(=O)=O	14	0.9	4	15	-31
15	CC1Cn2c(CCc3ccccc3)nnc2S1 (stereo unspecified)	-19	0.8	20	15	-21

entry	IL1B cytotox	CYP2C9 act	Calb biofilm kill	hDAT+cocaine
1	5	0.5	-4	1
2	-4	1	-1	0.24
3	-31	0.9	.	-0.74
4	-6	0.1	.	0.54
5	10	.	4	0.25
6	8	1.1	11	-0.3
7	-3	1.1	4	-0.6
8	-20	1	.	-0.11
9	3	0.9	0	-0.26
10	0	1	5	0.13
11	-19	.	4	-0.12
12	-11	1.1	9	0.084
13	6	0.9	4	-0.97
14	-9	0.9	9	-0.67
15	-70	1.2	10	0.5

(list continues)
entry	smiles	CYP2C9 inh	CYP2C19 act	VCAM1 TNFa inh	CYP2C19 inhib	TNFa cytotox
16	Cc1cccc(-n2c(Cc3cc(=O)[nH]c(=O)[nH]3)nnc2SCC(=O)NCC2CCCO2)c1 (stereo unspecified)	-6	1.1	12	-7	-20
17	COC(=O)c1ccc(CSc2nc3ccccc3c(=O)n2-c2cccc(OC)c2)o1	100*	0	.	98*	.
18	COc1cccc(NC(=O)c2cn(C)c(=O)c3cc(OC)c(OC)cc23)c1	18	1.1	7	-6	-44
19	NC(N)=N/N=C/c1ccc(OCc2ccccc2)cc1	12	0.9	-4	7	.
20	CCOC(=O)C1CCN(Cc2ccc(OC)c(C)c2OC)CC1	3	0.5	.	49	.
21	COC(=O)CCC(=O)c1oc2ccccc2c1N	35	0.2	-6	84*	-36
22	Cc1nnc(-n2cnc3ccccc32)c2ccccc12	-11	1	0	-4	-17
23	CN(C)c1ccc(NC(=O)c2ccncc2)c2ccccc12	44	0.1	15	90*	-9
24	Oc1ccc(-c2nnc(SCC3CCCCC3)o2)cc1	-107	1	22	3	-14
25	Cc1cc(NC(=O)Cn2nc3c(cc2=O)CCCC3)ccc1Br	39	0.1	4	88*	-28
26	CC(C)c1ccccc1OCCCCCNCCO	-4	0.4	-10	59*	-21
27	COc1cc(C2C(C#N)=C(N)Oc3cc(N)ccc32)cc(OC)c1OC (stereo unspecified)	.	.	36	.	39
28	CCc1c(C)sc(NC(=O)c2cc(-c3cc(OC)ccc3OC)on2)c1C#N	-10	0.9	-1	6	-3
29	O=C(CN(C1CCCCC1)S(=O)(=O)c1ccc(Cl)cc1)NCc1cccnc1	92*	0	4	100*	-22
30	COc1cccc(-c2nnc(Nc3nc4c(F)cccc4s3)o2)c1	.	.	1	.	-12

entry	IL1B cytotox	CYP2C9 act	Calb biofilm kill	hDAT+cocaine
16	-6	1.1	5	0.16
17	.	0	10	0.14
18	8	0.8	12	0.14
19	18	0.9	.	1.4
20	.	1	4	0.34
21	-3	0.7	-1	-0.58
22	9	1.1	8	-0.35
23	-8	0.6	5	-0.029
24	14	2.1*	1	0.029
25	12	0.6	1	1.3
26	15	1	0	1.1
27	7	.	1	-0.71
28	20	1.1	.	-0.46
29	16	0.1	5	2.3
30	-13	.	6	0.082

Other records.
entry	smiles	CYP2C9 inh	CYP2C19 act	VCAM1 TNFa inh	CYP2C19 inhib	TNFa cytotox
31	O=C(c1ccc(Cn2c(=O)[nH]c3ccccc3c2=O)cc1)N1CCN(c2ccccn2)CC1	24	1	.	4	.
32	O=C(c1cnn2c(C(F)(F)F)cc(-c3cccs3)nc12)N1CCN(C(c2ccccc2)c2ccccc2)CC1	.	.	-25	.	-20
33	Cc1ccc(-n2cc3c(=O)n(C)c(=O)n(C)c3c2)cc1C	17	0.9	3	5	-6
34	COc1ccc(CNC(=O)C2COc3ccccc3O2)c(OC)c1 (stereo unspecified)	5	0.2	-2	78*	-31
35	CCN(Cc1cc2cc(C)ccc2[nH]c1=O)S(=O)(=O)c1ccccc1	6	0.7	9	32	4
36	O=S(=O)(Cc1ccccc1)NCc1ccccn1	9	1	0	-2	-17
37	COc1ccc2[nH]c(=O)c(CN(C(=O)c3cccnc3)c3ccccc3)cc2c1	35	0.8	10	16	-6
38	CCCCOc1ccc(/C(O)=C2/C(=O)C(=O)N(CCCOC)C2c2ccncc2)cc1 (stereo unspecified)	20	1.1	.	-15	.
39	O=c1[nH]c2sc3c(c2c2nncn12)CCCC3	.	.	11	.	1
40	CC1CCCCN1CCNc1nc(=S)[nH]c2ccccc12 (stereo unspecified)	8	1	7	1	-18
41	N#CC1=C(N)SC(N)=C(C#N)C1C1CC=CCC1 (stereo unspecified)	48	0.2	8	84*	-11
42	O=C(NC1CCCCCCC1)c1cnccn1	6	0.4	18	63*	-39
43	Cc1ccc(Nc2nc3ccccc3nc2-n2nc(C)cc2C)cc1	5	0.8	16	23	-7
44	Cc1c(Cl)c([N+](=O)[O-])nn1CCCC(=O)Nc1sc2c(c1C#N)CCC2	35	1.1	13	-12	-1
45	COc1ccc(NC(=O)c2nc3nc(C)cc(C(F)F)n3n2)cc1OC	-11	1	.	1	.

entry	IL1B cytotox	CYP2C9 act	Calb biofilm kill	hDAT+cocaine
31	.	0.8	0	0.56&-1.7
32	-32	.	4	-0.17
33	12	0.8	1	-0.63
34	6	0.9	11	.
35	2	0.9	4	0.37
36	-46	0.9	3	-0.51
37	-4	0.6	4	0.61
38	.	0.8	8	0.43
39	7	.	-3	0.34
40	22	0.9	1	0.43
41	-31	0.5	11	-1.6
42	-3	0.9	4	0.54
43	-22	0.9	3	0.033
44	-34	0.7	.	0.83
45	.	1.1	2	0.8

Next section
entry	smiles	CYP2C9 inh	CYP2C19 act	VCAM1 TNFa inh	CYP2C19 inhib	TNFa cytotox
46	CCC(C)(C(=O)NC1CCCCC1)N(C(=O)CNC(C)=O)c1c(C)n(C)n(-c2ccccc2)c1=O (stereo unspecified)	-24	1.1	-17	-11	12
47	Cn1nnc(NC(=O)c2ccc(C(C)(C)C)cc2)n1	-2	1.1	.	-13	.
48	COc1ccc2c3c(cccc13)NN=C2C	.	.	14	.	61
49	CC1CCC(n2c(=S)[nH]c3ccccc3c2=O)CC1 (stereo unspecified)	23	0.7	-8	34	-33
50	CCOc1cc(S(=O)(=O)N2CCCCC2)ccc1F	-37	0.8	6	17	7
51	Cc1ccc(C)c(NC(=O)CCC(=O)NNC(=O)c2cccc([N+](=O)[O-])c2)c1	4	1.2	6	-16	-10
52	CC1=C(C)NC(=S)SC1	-9	1.1	-12	-6	10
53	O=C(N=C1SCC(=O)N1c1ccccc1Cl)c1ccco1	19	0.6	-14	38	-15
54	COc1nc(-c2ccccc2)ccc1-c1noc(-c2ccccc2)n1	28	0.9	16	11	3
55	Cc1cc(C(F)F)n2nc(C(=O)NCc3ccccc3F)nc2n1	0	1.1	19	-6	-2
56	Cc1ccc(C)c(Cn2nnc3c(=O)[nH]c(C4CCCN(C(=O)C5CCC5)C4)nc32)c1 (stereo unspecified)	43	0.7	3	28	-15
57	COc1ccccc1C(=O)Nn1cnc2ccccc2c1=O	17	0.9	9	13	-33
58	O=c1oc(-c2cccc(S(=O)(=O)N3CCOCC3)c2)nc2ccccc12	30	1	.	-4	.
59	Cn1c(=O)c2c(nc(Br)n2Cc2ccccc2Cl)n(C)c1=O	44	0.2	-1	77*	-8
60	CCN1C(=O)C(O)(C2COC(C)(C)CC2=O)c2cc(Br)ccc21 (stereo unspecified)	-10	0.6	-3	42	-5

entry	IL1B cytotox	CYP2C9 act	Calb biofilm kill	hDAT+cocaine
46	6	1.2	.	0.49
47	-23	1	7	0.14
48	29	.	-4	.
49	-15	0.8	6	-0.044
50	14	1.4	-1	0.54
51	-8	1	.	-0.8
52	1	1.1	10	-1.3
53	-3	0.8	10	0.66
54	-30	0.7	7	0.043
55	-17	1	9	.
56	0	0.6	3	1.9
57	-33	0.8	0	0.16
58	.	0.7	7	0.45
59	-11	0.6	8	-1.2
60	-136	1.1	5	0.21

Whole records, quoted from the list. Screens in order: CYP2C9 inh | CYP2C19 act | VCAM1 TNFa inh | CYP2C19 inhib | TNFa cytotox | IL1B cytotox | CYP2C9 act | Calb biofilm kill | hDAT+cocaine
Cc1ccc(C)c(Cn2nnc3c(=O)[nH]c(C4CCCN(C(=O)C5CCC5)C4)nc32)c1 (stereo unspecified) is listed with 43 | 0.7 | 3 | 28 | -15 | 0 | 0.6 | 3 | 1.9
O=S(=O)(Cc1ccccc1)NCc1ccccn1 is listed with 9 | 1 | 0 | -2 | -17 | -46 | 0.9 | 3 | -0.51
Oc1ccc(-c2nnc(SCC3CCCCC3)o2)cc1 is listed with -107 | 1 | 22 | 3 | -14 | 14 | 2.1* | 1 | 0.029

Carrying on:
entry	smiles	CYP2C9 inh	CYP2C19 act	VCAM1 TNFa inh	CYP2C19 inhib	TNFa cytotox
61	Cc1c(C(=O)Nc2ccc(Cl)cc2)c2ccccn2c1C(=O)c1ccc([N+](=O)[O-])cc1	81*	0.8	-12	17	-22
62	COc1ccc(N2CCn3c2nc2c3c(=O)n(CCc3ccccc3)c(=O)n2C)c(OC)c1	10	0.9	6	9	-31
63	COc1ccc(-c2nc3cnccn3c2Nc2ccc3c(c2)OCO3)cc1	87*	0.1	.	88*	.
64	CCOC(=O)N1CCN(C(=O)c2ccc(CN(c3ccc(C)c(C)c3)S(C)(=O)=O)cc2)CC1	71*	0.4	2	57*	-16
65	c1ccc(-c2nnc(SCc3cn4ccsc4n3)o2)cc1	-3	0.3	-8	69*	-21
66	Cc1[nH]nc2c1/C(=N\O)CC(C)(C)C2	26	0.5	11	51*	8
67	O=CNc1ccccc1Oc1ccccc1	15	0.5	.	46	.
68	Cc1nonc1NC(=O)CSc1ccc(-c2ccccc2)nn1	64*	0.5	-7	50	-11

entry	IL1B cytotox	CYP2C9 act	Calb biofilm kill	hDAT+cocaine
61	17	0.2	.	0.34
62	-8	0.9	-1	0.0082
63	.	0.1	4	0.31
64	0	0.3	12	0.91
65	-3	1	1	0.42
66	10	0.7	4	-0.27
67	.	0.8	5	-0.96
68	14	0.4	8	0.35
